Screens as filed in PubChem BioAssay.
Integrin act MD – qHTS for Activators of Integrin-Mediated Alleviation for Muscular Dystrophy; alpha7betagal myoblasts, beta-gal FDG fluorescence, 48 h; Potency, µM (titrated, usually from 38.3 µM), inactives show top-dose activation, most hits filed as activators; 350,000 compounds, 0.064% hits; AID 624291, 2012;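 note: potency is the fitted concentration of half-maximal effect; 100% = response of the positive control SU9516; nearly all actives have a fitted effect of over 60% in size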
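alpha7betagal+/- myoblasts (passage 13, 250/well) treated 48 h at 37C with compounds at 1:260 dilution of DMSO stock. Lysed, then beta-galactosidase activity read as FDG fluorescence (ex 480/em 540) after 30 min, with pre-read for autofluorescence.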
ASM inhibitor – Inhibitors of Secretory Acid Sphingomyelinase (S-ASM): qHTS. Sphingomyelin phosphodiesterase (Homo sapiens), P17405. placental ASM, HMU-PC fluorogenic substrate, 60 min. Potency, µM (titrated, usually from 57.5 µM), for inactives: at the highest dose activity change, negative = inhibition, usual class: inhibitors. 340,000 compounds, 0.006% hits; note: potency is the fitted concentration of half-maximal effect
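Fluorogenic HMU-PC substrate (9 uM final) is turned over by placental ASM in 60 min at 37 C after a 10 min compound preincubation. Reaction ended by alkaline stop (pH 10), with fluorescence read at 386/447 nm.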
PKM2 activator – qHTS Assay for Activators of Human Muscle isoform 2 Pyruvate Kinase. Potency, µM (highest dose often 57.5 µM), inactives show at the top dose activation, most hits filed as activators. AID 1631, 2009. purified PKM2, Kinase-Glo ATP luminescence, activation; response scale: 0% is enzyme alone, no compound. Pyruvate kinase PKM (Homo sapiens), P14618. 260,000 compounds, 0.34% hits; note: potency is the fitted concentration of half-maximal effect; % is set by controls: 0 for no effect and ±100 for the full control effect; nearly all actives have a fitted effect of over 55% in size
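hPK-M2, >95% pure; 0.1 mM ADP / 0.5 mM PEP final; imidazole pH7.2 buffer w/ 7 mM MgCl2, 50 mM KCl; 1 h RT; Kinase-Glo lum. Intermediate enzyme activity for dual inhibitor/activator qHTS.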
GALK inhibitor – qHTS Assay for Inhibitors of Human Galactokinase (GALK). Purified GALK, Kinase-Glo residual ATP luminescence. P51570. 270,000 compounds, 0.007% hits. Potency, µM (top dose mostly 57.5 µM), without a hit: at the highest dose activity change, negative = inhibition, usual class: inhibitors; note: potency is the fitted concentration of half-maximal effect; % is set by controls: 0 for no effect and ±100 for the full control effect
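ATP-depletion format; final 35 uM ATP, 100 uM D-galactose, 5 nM enzyme; pH 8.0 HEPES/Mg2+ buffer; 60 min RT; luminescence read 10 min after detection reagent.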
TSG101-PTAP inh – qHTS Assay for Iinhibitors of HIV-1 Budding by Blocking the Interaction of PTAP/TSG101; Potency, µM (doses to about 115 µM), without a hit: top-dose activity change, negative = inhibition, actives largely listed as inhibitors; 340,000 tested, under 10 active; AID 493005, 2010; Fluorescence polarization, FITC-PTAP peptide / Tsg101 binding; Tumor susceptibility gene 101 protein (Homo sapiens), Q99816; active = well fitted inhibition curve with a large enough effect in the main read-out, with a control signal flat, not every such curve was filed as active; inconclusive = small, poorly fitted or top-dose-only effect, or effect the other way, or a change in a side signal; inactive = no such curve, though single readings can be large or run the other way; note: potency is the fitted concentration of half-maximal effect; % of control where 0% means no effect
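Fluorescence polarization binding of Tsg101 binding domain (10 uM final) to FITC-labeled PTAP peptide (50 nM final) in HEPES pH 7.5 buffer with NaCl, Tween 20, EDTA, TCEP. Compounds added before peptide; binding 20 min at RT.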
Giardia killer – Small Molecules that selectively kill Giardia lamblia: qHTS; Giardia lamblia trophozoite viability; activity change, % at 7.66 µM, hits read low; 340,000 compounds, 0.15% hits; AID 540267, 2011; in the data active = activity change below about -80%; inconclusive = between about -30% and that limit;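 note: parasites exposed to compound for two days anaerobically before the ATP read; % is set by controls: 0 for no effect and ±100 for the full control effect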
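Media and compound were dispensed first, then trophozoites at 100 cells/well; plates sat 48 hrs at 37 deg C without oxygen before ATP luminescence reagent was added and read after 15-30 min at room temperature.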
Tb PFK inh – qHTS Assay to Find Inhibitors of T. brucei phosphofructokinase | ATP-dependent 6-phosphofructokinase (Trypanosoma brucei brucei), O15648 | T. brucei PFK, ADP-Glo luminescence | Potency, µM (titrated, usually from 57.5 µM), for the others: at the highest dose activity, negative = inhibition, actives largely listed as inhibitors | 330,000 compounds, 0.17% hits | AID 485367, 2010;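 note: potency is the fitted concentration of half-maximal effect; 0% = uninhibited 1x PFK enzyme wells and -100% = no-enzyme wells; nearly all actives have a fitted effect of over 60% in size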
Target sequence (O15648 whole entry, looked up): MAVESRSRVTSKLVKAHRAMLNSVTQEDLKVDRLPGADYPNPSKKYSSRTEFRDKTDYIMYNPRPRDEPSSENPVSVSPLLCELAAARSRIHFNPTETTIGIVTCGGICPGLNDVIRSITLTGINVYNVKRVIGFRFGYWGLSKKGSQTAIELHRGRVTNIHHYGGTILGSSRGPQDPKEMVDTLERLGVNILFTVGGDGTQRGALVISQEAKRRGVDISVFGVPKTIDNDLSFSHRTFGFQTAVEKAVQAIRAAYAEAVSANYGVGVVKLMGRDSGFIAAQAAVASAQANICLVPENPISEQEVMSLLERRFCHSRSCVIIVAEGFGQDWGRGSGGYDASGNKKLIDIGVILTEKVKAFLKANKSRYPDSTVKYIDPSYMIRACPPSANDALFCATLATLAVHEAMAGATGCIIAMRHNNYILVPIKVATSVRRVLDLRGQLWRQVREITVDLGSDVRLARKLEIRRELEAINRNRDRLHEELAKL
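Activity is normalized to no-enzyme wells (full inhibition) and 1.25 nM enzyme wells (no inhibition). Reaction: 0.5 mM F6P, 0.1 mM ATP, 45 min RT, ADP-Glo luminescence; concentration-response curves fitted and classed by quality.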
Coupling enz – qHTS Assay for Inhibitors of Fructose-1,6-bisphosphate Aldolase from Giardia Lamblia: Coupling assay counterscreen. coupling enzyme system counterscreen, AmpLite Red fluorescence. activity change, negative = inhibition, % at 58.2 µM, hits read low. 290,000 compounds, 0.67% hits; in the data active = activity change below about -30%; note: % is set by controls: 0 for no effect and ±100 for the full control effect
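Final compound at 57.5 uM, incubated 10 min at RT with coupling enzyme reagent (glyceraldehyde-3-phosphate), then 20 min with substrate and AmpLite Red detection. Fluorescence read at 525/598 nm; tests interference with the coupling assay, not aldolase inhibition.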
BCR signal inh – qHTS Assay to Find Inhibitors of Chronic Active B-Cell Receptor Signaling; ABC-DLBCL IkBa-CBG/CBR reporter, luminescence ratio, 4 h; Potency, µM (highest dose often 46.1 µM), for the others: at the top dose ratio change, negative = lower green/red ratio, hits mostly inhibitors; 340,000 compounds, 0.05% hits; active = well fitted inhibition curve with a large enough effect in the signal ratio, with a control signal flat, not every such curve was filed as active; inconclusive = small, poorly fitted or top-dose-only effect, or effect the other way, or a change in a side signal; the % refers to the signal ratio;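 note: potency is the fitted concentration of half-maximal effect; plate controls were basal doxycycline-induced cells for no effect and cells given 10 µM MG132 for full effect; MG132 reads +100%, hits lower the ratio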
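Cell line TMD8 (human ABC DLBCL), stably expressing tet-inducible CBG68-IkBa fusion and CBR; IMDM/0.5% FBS; cpd up to 46 uM; dox induction, 4 h, 37C/5% CO2; dual luminescence; green/red ratio; MG132 control.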
Menin-MLL TR inh – qHTS Assay for Inhibitors Targeting the Menin-MLL Interaction in MLL Related Leukemias: Competition With Texas Red Labeled MLL-derived Mutant Peptide; O00255; Menin + Texas Red MLL mutant peptide, fluorescence polarization; Potency, µM (series often up to 61.6 µM), inactives show at the highest dose FP activity change, negative = inhibition, hits mostly inhibitors; 270,000 compounds, 0.23% hits; active = well fitted inhibition curve with a large enough effect in the polarisation, with a control signal flat, not every such curve was filed as active; inconclusive = small, poorly fitted or top-dose-only effect, or effect the other way, or a change in a side signal; inactive = no such curve, though single readings can be large or run the other way; the % refers to the polarisation; note: potency is the fitted concentration of half-maximal effect; % of control where 0% means no effect; many of its hits are not listed in these tables
Target sequence (O00255 whole entry, looked up): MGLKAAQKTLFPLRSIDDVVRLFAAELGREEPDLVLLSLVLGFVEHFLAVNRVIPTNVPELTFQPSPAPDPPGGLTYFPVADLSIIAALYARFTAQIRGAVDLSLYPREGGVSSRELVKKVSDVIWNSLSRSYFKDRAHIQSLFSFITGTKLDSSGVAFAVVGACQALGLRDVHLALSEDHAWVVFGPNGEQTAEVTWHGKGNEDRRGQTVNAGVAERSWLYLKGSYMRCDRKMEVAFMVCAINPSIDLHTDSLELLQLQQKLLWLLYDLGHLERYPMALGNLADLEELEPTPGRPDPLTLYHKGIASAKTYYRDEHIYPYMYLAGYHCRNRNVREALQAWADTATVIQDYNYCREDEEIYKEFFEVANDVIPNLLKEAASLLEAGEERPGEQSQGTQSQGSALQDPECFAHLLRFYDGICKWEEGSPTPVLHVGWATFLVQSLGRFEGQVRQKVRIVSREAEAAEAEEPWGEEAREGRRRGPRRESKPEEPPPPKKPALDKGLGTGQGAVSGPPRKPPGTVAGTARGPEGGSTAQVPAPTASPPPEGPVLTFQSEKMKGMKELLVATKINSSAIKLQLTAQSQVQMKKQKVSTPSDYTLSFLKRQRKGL
B2AR arrestin – qHTS assay of beta-arrestin-biased ligands of beta2-adrenergic receptor; Beta-2 adrenergic receptor (Homo sapiens), P07550; beta-arrestin recruitment to beta2AR, cell-based reporter; Potency, µM (doses to about 46.1 µM), inactives show at the top dose activation, actives largely listed as activators; 330,000 compounds, 0.02% hits; AID 492947, 2010;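 note: potency is the fitted concentration of half-maximal effect; 0% = DMSO controls and full agonism = EC100 isoproterenol or metaproterenol; nearly all actives have a fitted effect of over 65% in size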
Numbers without * were called inactive; u = inconclusive; x = no result given; [ ] = dose if it differs, or a comment. Unless noted, calls come from the whole dose curve; as a rule, active = well fitted curve in the direction sought with a large enough effect; inconclusive = small, poorly fitted or top-dose-only effect, or another doubt; inactive = no such curve, though single readings can be large; an effect the other way counts as inactive or inconclusive. An excerpt; count on the stated rates, not on these rows.

SMILES | Integrin act MD | ASM inhibitor | PKM2 activator | GALK inhibitor | TSG101-PTAP inh | Giardia killer | Tb PFK inh | Coupling enz | BCR signal inh | Menin-MLL TR inh | B2AR arrestin
COc1ccc(S(=O)(=O)N2CCc3ccccc32)cc1C(=O)N1CCOCC1 | 13% | 2% | x | x | -4% | u | 7% | x | 1% | x | -1.7%
NC(=S)N/N=C1\CCOc2ccc(Cl)cc21 | -44%[inhibitor] | 3% | 1% | 0% | 2% | 11 | -10% | -1 | u | x | 5.6%
Cc1cc(C)n(CC(=O)NC2CCCCC2)n1 | 15% | 1% | -4% | -1% | 2% | 2 | 13% | 0 | 0% | 13% | 0.0%
O=C(OCn1nnc2ccccc2c1=O)c1ccc2c(=O)n3c(nc2c1)CCC3 | 12% | 4% | 3% | 13% | 0% | 1 | -3% | 7 | -2% | 2% | 0.2%
Cc1cc(CN(C)C(=O)CC2C(=O)NCCN2Cc2c(F)cccc2Cl)on1 (stereo not drawn) | -7% | 11% | -1% | 5% | -1% | 3 | -1% | 0 | 0% | x | -0.6%
FC(F)(F)c1nnc(-c2ccccc2)nc1N1CCOCC1 | -4% | -3% | -10% | 1% | -1% | 8 | -7% | 1 | -3% | 12% | 0.1%
Cc1cc(C(=O)OCC(=O)Nc2cccc(S(=O)(=O)N(C)C)c2)c(C)o1 | -6% | -1% | 0% | -1% | -2% | 2 | 3% | -3 | u | x | -0.1%
CCC(C)[C@H](NC(=O)Nc1ccc2c(c1)OCCO2)C(=O)O (stereo partly drawn) | u | 3% | -3% | -2% | -3% | -23 | 0% | -3 | -5% | -12% | -0.4%
O=C(c1ccccc1Br)N1CCN(c2ccccn2)CC1 | 0% | -3% | x | x | -4% | 5 | 6% | 3 | -5% | u | -0.1%
COc1ccc(-n2c(CNC(=O)COc3ccccc3)n[nH]c2=S)cc1 | 17% | 4% | -4% | -2% | -3% | -3 | -4% | -5 | 12% | 3% | 0.4%
COc1ccc(CN(C2CCCC2)S(=O)(=O)c2ccc(-n3cnnn3)cc2)cc1OC | 21% | -5% | 10% | 3% | -1% | -12 | 0% | 2 | 9% | 13% | -0.1%
O=C(CNC(=O)c1ccco1)OCC(=O)c1ccc2ccccc2c1 | 0% | -3% | -2% | 3% | -5% | -13 | 7% | 3 | -2% | -13% | 0.0%
COc1ccc(CNC(=S)Nc2ccc(-c3ccccc3)cc2)cc1 | 3% | -1% | -18% | 6% | 1% | 9 | -1% | -7 | 0% | 6% | 0.8%
C=CCOc1ccc(CN(C)CC(=O)Nc2ccccc2[N+](=O)[O-])cc1 | -1% | -2% | -1% | 6% | -2% | -5 | 0% | 0 | -1% | -13% | 0.0%
C=CCNC(=S)Nc1ccc(N2CCOCC2)c(S(=O)(=O)Nc2ccccc2Cl)c1 | -31% | -3% | -1% | 7% | 0% | -7 | -4% | -2 | -2% | u | -0.3%
COCC(=O)N1CCc2ccc(NC(=O)c3ccccc3Cl)cc2C1 | 9% | 0% | 4% | 0% | 0% | -20 | -2% | 1 | 0% | 1% | 0.5%
Cc1ccc(S(=O)(=O)N(C)c2ccc(C(=O)N3CCN(Cc4ccc5c(c4)OCO5)CC3)cc2)cc1 | -13% | 3% | -10% | -1% | -3% | 10 | 2% | 2 | 3% | -12% | -0.2%
CCCc1cc(Nc2cccc(OCC)c2)n2ncnc2n1 | 13%[7.66 µM] | 0% | -2% | 2% | 2% | -16 | 0% | 15 | -12% | -16% | -0.6%
CC[C@]12c3[nH]c4cc(CCC(=O)N(C)C)ccc4c3CCN1C(=O)[C@@H](CC(=O)NCCCOC)C[C@@H]2C(=O)N1CCN(C(=O)C2CC2)CC1 | -9% | 6% | x | x | -2% | -29 | -1% | x | -2% | x | -0.8%
Cc1cccc(C)c1NC(=O)C1CCN(S(C)(=O)=O)CC1 | -16% | 1% | 4% | 3% | -4% | -11 | 1% | 2 | 3% | -6% | -0.2%
COc1cccc(CN(Cc2cccnc2)S(=O)(=O)c2ccc(-n3cnnn3)c(C)c2)c1 | 26% | 7% | 6% | 4% | -12% | -4 | 0% | -7 | 2% | -11% | -0.7%
O=C(Cn1cncc1-c1ccc([N+](=O)[O-])cc1)Nc1cccc2ccccc12 | u | 4% | -2% | x | -7% | -3 | 4% | -2 | -3% | 21% | -0.6%
CCOc1ccc(N(CC(=O)NC2CCCCC2)C(=O)CSc2nnc(COc3ccccc3)o2)cc1 | 0% | -9% | -5% | -2% | -5% | -6 | 1% | -2 | -5% | -8% | -1.0%
Cc1cc(C)cc(NC(=O)N2C3CCCC2CC(NC(=O)C2CC2)C3)c1 (stereo not drawn) | -5% | 1% | x | 0% | -6% | -6 | 1% | -1 | 3% | x | -0.1%
Cc1ccc(-c2cc(C(=O)N3CC(C)OC(C)C3)c3ccccc3n2)o1 (stereo not drawn) | 0% | x | x | x | -4% | -5 | -4% | x | -3% | x | 3.4%
O=C(COc1ccc(Cl)cc1Cl)Nc1c(-c2cccs2)nc2ccccn12 | -7% | 1% | 1% | -1% | -7% | -2 | -9% | 3 | u | 2% | 0.1%
Cc1ccc2nc(N3C(=O)C(O)=C(C(=O)c4ccc(C)o4)C3c3ccc(O)cc3)sc2c1 (stereo not drawn) | -2% | 3% | x | x | -8% | 2 | 0% | x | u | x | -0.8%
Cc1cc(C(=O)OCC(=O)NCCCN2CCCC2=O)c2ccccc2n1 | -21% | 2% | -1% | x | 0% | 17 | -3% | 1 | 0% | 7% | 0.6%
C=CCOc1cccc(NC(=O)c2ccccc2SC)c1 | 1% | -2% | 0% | -1% | -3% | 10 | -1% | -1 | u | 17% | 0.1%
Clc1ccc(Oc2cnc3ccccc3n2)cc1 | 4% | -5% | -9% | 7% | -3% | -5 | -1% | 0 | u | x | -0.6%
CCOc1cc(C)c(S(=O)(=O)NCCCn2ccnc2)cc1C | 20% | 0% | 0% | -1% | -6% | -3 | 0% | 0 | -2% | -25% | -0.2%
Cc1ccc(C(=O)NC(=S)Nc2ccc(N3CCN(C(=O)c4ccco4)CC3)cc2)cc1 | 20% | -2% | -3% | 6% | -1% | -2 | 0% | x | -6% | x | 0.3%
COc1cc2oc(-c3ccc(O)cc3)cc(=O)c2c(O)c1OC | 4% | -5% | -4% | 1% | -3% | -12 | 6% | 2 | 6% | x | -0.3%
O=C(CSc1nnc(-c2ccc(Br)cc2)n1C1CCCCC1)N1CCCC1 | -3% | -1% | 1% | -1% | -6% | 1 | 0% | 1 | u | -16% | 0.3%
Nc1cc(=O)[nH]c(SCC(=O)Nc2ccc3c(c2)CCC3)n1 | 6% | -2% | 5% | -3% | -3% | -16 | -3% | -1 | -11% | -7% | 4.2%
CCOc1cc(/C=C2\C(=N)N3N=C(C)SC3=NC2=O)ccc1OCCOc1cccc(OC)c1 | -9% | 3% | 4% | -7% | -1% | -20 | 2% | 1 | -1% | u | -1.1%
CCOc1cc2c3c(c1)C1(Nc4ccccc4S1)C(=O)N3C(C)(C)CC2C (stereo not drawn) | -5% | u | -4% | 2% | -3% | 3 | 2% | 3 | u | -6% | -0.1%
Fc1cnc(Cl)nc1NC1CCCCC1 | 12% | 3% | x | 0% | -1% | -9 | 3% | 1 | -2% | 1% | -0.2%
COC(=O)c1ccc(C(=O)OC)c(NC(=O)CCC(=O)O)c1 | 8% | 177%[activator] | -1% | 2% | -1% | 4 | -1% | 2 | -6% | 3% | 0.2%
COc1ccc(C(=O)CSc2nc(SC)ns2)cc1OC | -20% | -9% | 12% | 0% | -8% | -15 | x | 1 | x | -15% | x
Fc1ccc(-c2cc(C(F)(F)F)nc(-n3cccn3)n2)cc1 | -2% | 1% | -8% | 4% | -5% | 5 | -2% | 3 | 9% | x | -0.7%
Cc1ccc(S(=O)(=O)N2CCN(C(=O)NCc3ccc(C(=O)O)cc3)CC2)cc1 | 6% | 3% | -3% | 9% | 1% | 1 | -1% | 0 | 3% | 0% | 0.0%
